NFkB binder: binds human NF-kappa-B p105 on microarray; P19838; Small molecule microarray, anti-His fluorescence binding; calls only; 17,000 tested, 1.3% active; AID 624139;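 active = spot fluorescence over background significantly raised, with a chance value under 7% in all four replicate spots of the compound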;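 also: probe protein is his-tagged human p50 processed subunit at 1 µg/ml; raw spot fluorescence signals with no normalization applied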
Target sequence (P19838 1-433 limits assumed): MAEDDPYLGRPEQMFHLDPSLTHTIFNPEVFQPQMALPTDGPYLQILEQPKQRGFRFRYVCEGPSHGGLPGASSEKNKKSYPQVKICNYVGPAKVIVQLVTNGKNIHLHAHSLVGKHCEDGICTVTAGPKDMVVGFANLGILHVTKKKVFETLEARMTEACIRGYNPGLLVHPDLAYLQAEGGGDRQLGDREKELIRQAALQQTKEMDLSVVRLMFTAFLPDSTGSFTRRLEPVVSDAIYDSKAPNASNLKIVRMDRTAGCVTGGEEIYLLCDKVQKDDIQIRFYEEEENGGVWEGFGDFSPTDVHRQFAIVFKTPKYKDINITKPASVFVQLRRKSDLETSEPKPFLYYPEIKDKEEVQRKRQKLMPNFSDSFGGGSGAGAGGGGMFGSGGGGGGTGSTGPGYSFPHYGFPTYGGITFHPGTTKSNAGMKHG
Calls only; i = inactive; + = active, no number. This is a subset; count on the stated rates, not on these rows.

SMILES	NFkB binder
C[C@@H]1CN([C@@H](C)CO)C(=O)CCCn2cc(nn2)CO[C@@H]1CN(C)S(=O)(=O)c1ccccc1	i
C[C@H]1CN([C@@H](C)CO)C(=O)c2cc(NC(=O)C3CC3)ccc2O[C@@H]1CN(C)Cc1ccc(C(F)(F)F)cc1	i
Cc1cc(C)cc(NC(=O)COc2ccc3cc(-c4ccccc4)c(=O)oc3c2)c1	i
O=C(CCN1C(=O)c2cccc([N+](=O)[O-])c2C1=O)Nc1ccccc1C(F)(F)F	i
Cc1c(NC(=O)CSc2nnnn2-c2ccc(O)cc2)c(=O)n(-c2ccccc2)n1C	i
C[C@@H]1CCCCO[C@@H](CN(C)C(=O)C2CCCCC2)[C@@H](C)CN([C@@H](C)CO)C(=O)c2cc(NC(=O)c3ccncc3)ccc2O1	i
C[C@H](CO)N1C[C@H](C)[C@H](CN(C)C)OCCCC[C@H](C)Oc2ccc(NC(=O)c3ccncc3)cc2C1=O	i
C[C@@H]1CN([C@H](C)CO)C(=O)Cc2cc(NS(=O)(=O)c3ccccc3)ccc2O[C@@H]1CN(C)C(=O)Nc1ccccc1	i
CNC[C@H]1OCCCC[C@H](C)Oc2ccc(NS(=O)(=O)c3ccc(OC)cc3)cc2C(=O)N([C@@H](C)CO)C[C@H]1C	i
C[C@H](CO)N1C[C@H](C)[C@H](CN(C)Cc2ccc(Cl)c(Cl)c2)Oc2ccc(NS(C)(=O)=O)cc2CC1=O	i
C[C@H]1CN([C@@H](C)CO)C(=O)CCCn2cc(nn2)CO[C@@H]1CN(C)C(=O)c1cc(-c2ccccc2)on1	i
C[C@H](CO)N1C[C@H](C)[C@@H](CN(C)Cc2ccc(C(=O)O)cc2)Oc2ccc(NC(=O)Nc3ccc(F)cc3)cc2CC1=O	i
C[C@H](CO)N1C[C@H](C)[C@H](CN(C)C(=O)Nc2ccc3c(c2)OCO3)Oc2ccc(NS(=O)(=O)c3ccc(Cl)cc3)cc2C1=O	i
COc1ccc(S(=O)(=O)N(C)C[C@H]2Oc3c(NS(=O)(=O)c4cccs4)cccc3C(=O)N([C@@H](C)CO)C[C@@H]2C)cc1	i
Cc1cc(O)cc2oc3cc(O)cc(O)c3c(=O)c12	i
COc1ccc(CCNC(=S)Nc2ccncc2)cc1OC	i
CNC[C@H]1Oc2c(NC(=O)c3ccc(-c4nccs4)cc3)cccc2C(=O)N([C@H](C)CO)C[C@@H]1C	i
C[C@@H]1O[C@@H](Oc2ccc(-c3coc4cc(O[C@@H]5O[C@@H](C)[C@H](O)[C@@H](O)[C@H]5O)ccc4c3=O)cc2)[C@H](O)[C@H](O)[C@H]1O	i
COCCNC(=S)N1CCN(Cc2ccco2)CC1	i
CN=C(NC#N)NCCSCc1csc(N=C(N)N)n1	i
Cc1nn(CC(=O)Nc2ccc3c(c2)nc(CN2CCCC2)n3C)c(=O)c2ccccc12	i
C[C@@H]1CCCCO[C@H](CN(C)C)[C@H](C)CN([C@@H](C)CO)C(=O)c2cc(NC(=O)Nc3ccc4c(c3)OCO4)ccc2O1	i
COC(=O)CCCCCCC(=O)NOCc1ccccc1	i
COc1ccc(CC(=O)Nc2cccc(-c3nnc(-c4ccc(C)cc4)o3)c2)cc1OC	i
C[C@H](CO)N1C[C@H](C)[C@H](CN(C)S(=O)(=O)c2ccccc2)OCCCC[C@H](C)Oc2ccc(NC(=O)Nc3ccc(F)cc3)cc2C1=O	i
CC(C)NC(=O)N(C)C[C@H]1Oc2ccc(NC(=O)CCC(F)(F)F)cc2C(=O)N([C@@H](C)CO)C[C@H]1C	i
C[C@@H]1CN([C@H](C)CO)C(=O)Cc2cc(NC(=O)CCC(F)(F)F)ccc2O[C@H]1CN(C)S(=O)(=O)c1ccccc1	i
C[C@H](CO)N1C[C@H](C)[C@@H](CN(C)S(=O)(=O)c2cccs2)Oc2c(NC(=O)c3ccncc3)cccc2C1=O	i
C[C@H]1CN([C@@H](C)CO)C(=O)c2cccc(N(C)C)c2O[C@H]1CN(C)Cc1ccc(C(=O)O)cc1	i
COc1ccc(NC(=O)CS(=O)(=O)c2ccc(C)cc2)c(OC)c1	i
COc1ccccc1NC(=O)N(C)C[C@@H]1OCc2cnnn2CCCC(=O)N([C@@H](C)CO)C[C@H]1C	i
COc1ccccc1CN(C)C[C@H]1OCc2cn(nn2)CCCC(=O)N([C@@H](C)CO)C[C@@H]1C	i
C[C@@H]1CN([C@H](C)CO)C(=O)Cc2cc(NC(=O)Nc3ccccc3)ccc2O[C@H]1CN(C)Cc1ccc(C(=O)O)cc1	i
Cc1ccc(N(Cc2ccc(C(=O)Nc3cc([N+](=O)[O-])ccc3C)cc2)S(C)(=O)=O)cc1C	i
COC(=O)Nc1scc(-c2ccccc2)c1C(=O)NCc1ccco1	i
C[C@H](CO)N1C[C@H](C)[C@@H](CN(C)CC2CCCCC2)OCCCC[C@H](C)Oc2ccc(NC(=O)Nc3cccc4ccccc34)cc2C1=O	+
C=C[C@@]1(C)C[C@H](O)[C@@H]2[C@@H](OC(O)[C@H]2C)[C@@H]1C(=C)C (some centres undefined)	i
COc1cc(SC)ccc1C(=O)NCCc1c[nH]c2ccccc12	i
COc1ccc(NC(=O)Nc2cccc3c2O[C@H](CN(C)C(=O)Nc2ccccc2)[C@@H](C)CN([C@H](C)CO)C3=O)cc1	i
CNC[C@H]1Oc2ccc(NS(=O)(=O)c3c(C)noc3C)cc2CC(=O)N([C@H](C)CO)C[C@H]1C	i

3 of these compounds in a different format.
COC(=O)Nc1scc(-c2ccccc2)c1C(=O)NCc1ccco1
  NFkB binder: i
C[C@H]1CN([C@@H](C)CO)C(=O)c2cccc(N(C)C)c2O[C@H]1CN(C)Cc1ccc(C(=O)O)cc1
  NFkB binder: i
C[C@@H]1CN([C@H](C)CO)C(=O)Cc2cc(NC(=O)CCC(F)(F)F)ccc2O[C@H]1CN(C)S(=O)(=O)c1ccccc1
  NFkB binder: i

(next part)
SMILES	NFkB binder
C[C@H]1CN([C@@H](C)CO)C(=O)c2cccc(NC(=O)Nc3ccc(C(F)(F)F)cc3)c2O[C@@H]1CN(C)CC1CC1	i
COc1ccc(NC(=O)Nc2ccc3c(c2)CC(=O)N([C@@H](C)CO)C[C@@H](C)[C@@H](CN(C)S(=O)(=O)c2ccc(C)cc2)O3)cc1	i
COc1ccc(CN(C)C[C@@H]2Oc3ccc(NC(=O)Nc4ccc(F)cc4)cc3C(=O)N([C@@H](C)CO)C[C@@H]2C)cc1	i
COc1ccc(S(=O)(=O)N(C)C[C@H]2Oc3ccc(NC(=O)Cc4cn(C)c5ccccc45)cc3C(=O)N([C@H](C)CO)C[C@H]2C)cc1	i
CCc1cccc(C)c1NC(=O)CSc1nc2sc3c(c2c(=O)n1C)CCC(C)C3 (centres undefined)	i
C[C@H](CO)N1C[C@H](C)[C@H](CN(C)C(=O)Nc2ccccc2)Oc2c(NS(=O)(=O)c3ccccc3)cccc2C1=O	i
C[C@@H]1CCCCO[C@H](CN(C)C(=O)C2CCCCC2)[C@H](C)CN([C@H](C)CO)C(=O)c2cc(NS(=O)(=O)c3ccccc3)ccc2O1	i
CC(C)(O)/C=C/C(=O)[C@](C)(O)[C@H]1[C@H](O)C[C@@]2(C)[C@@H]3CC=C4[C@@H](C=C(O[C@@H]5O[C@H](CO)[C@@H](O)[C@H](O)[C@H]5O)C(=O)C4(C)C)[C@]3(C)C(=O)C[C@]12C	i
C[C@@H]1CCCCO[C@@H](CN(C)C(=O)Cc2ccccc2)[C@H](C)CN([C@H](C)CO)C(=O)c2cc(NC(=O)c3ccncc3)ccc2O1	i
COc1ccc(C#Cc2ccc3c(c2)[C@]2(C(=O)N3)[C@H](C(=O)N3CCc4cc(OC)c(OC)cc4C3)[C@H]3C(=O)O[C@H](c4ccccc4)[C@H](c4ccccc4)N3[C@@H]2c2ccc(O)cc2)cc1	+
Cc1noc(C)c1S(=O)(=O)Nc1ccc2c(c1)CC(=O)N([C@H](C)CO)C[C@@H](C)[C@@H](CN(C)Cc1ccc(C(F)(F)F)cc1)O2	i
NC(CC(=O)O)c1cccc([N+](=O)[O-])c1 (centres undefined)	i
C[C@@H]1CN([C@@H](C)CO)C(=O)Cc2cc(NC(=O)CCN3CCOCC3)ccc2O[C@@H]1CN(C)Cc1ccc(C(F)(F)F)cc1	i
C[C@@H]1CN([C@@H](C)CO)C(=O)Cc2cc(NC(=O)Nc3ccc(F)cc3)ccc2O[C@@H]1CN(C)C(=O)NC1CCCCC1	i
CC(Sc1nc(-c2ccccc2)c(C#N)c(=O)[nH]1)C(=O)Nc1ccc(Cl)cc1 (centres undefined)	i
Cc1noc(C)c1S(=O)(=O)Nc1ccc2c(c1)CC(=O)N([C@H](C)CO)C[C@H](C)[C@H](CN(C)Cc1ccc(C(=O)O)cc1)O2	i
C[C@H](CO)N1C[C@H](C)[C@H](CN(C)S(=O)(=O)c2ccc(F)cc2)Oc2ncc(/C=C/c3ccccc3)cc2C1=O	i
Cc1ccc(NC(=O)C(C)Sc2n[nH]c(C)n2)cc1 (centres undefined)	i
Cc1[nH]n(-c2nc3ccccc3[nH]2)c(=O)c1C1OC(=O)c2ccccc21 (centres undefined)	i
CC(=O)c1cccc(NC(=O)CN(C2CCCCC2)S(C)(=O)=O)c1	i
COc1ccc(S(=O)(=O)N(C)C[C@H]2Oc3ccc(NS(=O)(=O)c4cn(C)cn4)cc3CC(=O)N([C@H](C)CO)C[C@@H]2C)cc1	i
CCOC(=O)Cc1[nH]nc2c1C(C1CC=CCC1)C(C#N)=C(N)O2 (centres undefined)	i
O=C(CSc1nc2sc3c(c2c(=O)[nH]1)CCCC3)Nc1ccccc1F	i
CCO[C@H]1OC(C(=O)NC2CC2)=C[C@@H](c2ccccc2)[C@@H]1CCCO	i
CCn1c(SCC(=O)c2ccc(Br)cc2)nnc1-c1cccc(N)c1	i
c1ccc(Cc2nn3c(C4COc5ccccc5O4)nnc3s2)cc1 (centres undefined)	i
C[C@]12CCC(=O)C=C1CC[C@@H]1C2[C@@H](O)C[C@@]2(C)C1CC[C@@H]2C(=O)CO (some centres undefined)	i
C[C@@H]1CCCCO[C@@H](CN(C)C(=O)c2ccncc2)[C@H](C)CN([C@H](C)CO)C(=O)c2cc(NS(=O)(=O)c3ccccc3)ccc2O1	i
C[C@@H]1CCCCO[C@@H](CN(C)Cc2ccccc2)[C@H](C)CN([C@H](C)CO)C(=O)c2cc(NC(=O)Nc3ccc4c(c3)OCO4)ccc2O1	+
COc1ccc(CN(C)C[C@@H]2Oc3c(NC(=O)C4CCOCC4)cccc3C(=O)N([C@H](C)CO)C[C@H]2C)cc1	i
Cc1cc(C)nc(SCC(=O)N2CCN(c3nnc(-c4ccccc4)c4ccccc34)CC2)n1	i
C=C1C(=O)O[C@H]2[C@H]1[C@@H](OC(=O)C(C)CO)C[C@@]1(C)[C@H](O)CCC(=O)[C@H]21 (some centres undefined)	i
NS(=O)(=O)c1ccc(NC(=S)NCCN2CCOCC2)cc1	i
Cc1noc(C)c1S(=O)(=O)N(C)C[C@@H]1Oc2c(NC(=O)c3nc4ccccc4s3)cccc2C(=O)N([C@@H](C)CO)C[C@@H]1C	i
CC(C)NC(=O)Nc1ccc2c(c1)C(=O)N([C@H](C)CO)C[C@H](C)[C@H](CN(C)C(=O)Nc1ccc(F)cc1)OCCCC[C@H](C)O2	i
CC1(C)CC[C@]2(C(=O)O[C@@H]3O[C@H](CO)[C@@H](O)[C@H](O)[C@H]3O)CC[C@]3(C)C(=CCC4[C@@]5(C)CC[C@H](O[C@@H]6O[C@H](CO)[C@@H](O)[C@H](O[C@@H]7O[C@H](CO)[C@@H](O)[C@H](O)[C@H]7O)[C@H]6O[C@@H]6O[C@H](CO)[C@H](O)[C@H](O)[C@H]6O)C(C)(C)C5CC[C@]43C)[C@@H]2C1 (some centres undefined)	i
C[C@H](CO)N1C[C@H](C)[C@H](CN(C)S(=O)(=O)c2cccs2)Oc2c(NC(=O)C3CCOCC3)cccc2C1=O	i
COc1ccc(S(=O)(=O)Nc2cccc3c2O[C@H](CN(C)CC2CCCCC2)[C@@H](C)CN([C@@H](C)CO)C3=O)cc1	i
C[C@H](CO)N1C[C@H](C)[C@H](CN(C)Cc2ccc3c(c2)OCO3)OCCCC[C@H](C)Oc2ccc(NC(=O)CCCN(C)C)cc2C1=O	i
O=S(=O)(NC1c2cccc3cccc(c23)C1Sc1ncccn1)c1ccccc1 (centres undefined)	i
COc1ccc(S(=O)(=O)N(C)C[C@H]2Oc3ccc(NC(=O)Nc4ccc5c(c4)OCO5)cc3C(=O)N([C@H](C)CO)C[C@H]2C)cc1	i
C[C@@H]1CN([C@@H](C)CO)C(=O)Cc2cc(NC(=O)NC3CCCCC3)ccc2O[C@@H]1CN(C)Cc1ccc(-c2ccccc2)cc1	i
Cc1ccc(S(=O)(=O)Nc2nc(C)cc(N3N=N3)n2)cc1	i
Cc1noc(C)c1S(=O)(=O)Nc1ccc2c(c1)C(=O)N([C@H](C)CO)C[C@H](C)[C@H](CN(C)C)OCCCC[C@@H](C)O2	i
CCOc1ccccc1NC(=O)NCc1cccnc1	i

2 entries from above, comma-delimited:
smiles,NFkB binder
C[C@@H]1CN([C@@H](C)CO)C(=O)Cc2cc(NC(=O)NC3CCCCC3)ccc2O[C@@H]1CN(C)Cc1ccc(-c2ccccc2)cc1,i
Cc1ccc(S(=O)(=O)Nc2nc(C)cc(N3N=N3)n2)cc1,i

Nothing new here: 3 of the compounds above.
SMILES	NFkB binder
C[C@@H]1CN([C@@H](C)CO)C(=O)CCCn2cc(nn2)CO[C@@H]1CN(C)S(=O)(=O)c1ccccc1	i
C[C@H]1CN([C@@H](C)CO)C(=O)c2cc(NC(=O)C3CC3)ccc2O[C@@H]1CN(C)Cc1ccc(C(F)(F)F)cc1	i
Cc1cc(C)cc(NC(=O)COc2ccc3cc(-c4ccccc4)c(=O)oc3c2)c1	i

Screening data (PubChem)
